HEK293 NOD2/NF-kB – inhibition of NOD2-driven NF-kB reporter – cell-based, luminescence, uHTS, HEK293 (AID 1566) | 0.63% of 290,000 active | HEK293 NOD2/NF-kB luciferase reporter, luminescence; higher % means a stronger effect | inhibition, % at 4 µM; hits with a dose series show EC50 in µM; in the data active = inhibition above about 50%; also: many of its hits are not listed in these tables
NOD1 NF-kB reporter – inhibition of NOD1-driven NF-kB reporter – cell-based, luminescence, uHTS, primary screen (AID 1578); NOD1-driven NF-kB luciferase reporter cells, luminescence; higher % means a stronger effect; inhibition, % at 4 µM; hits with a dose series show EC50 in µM; 1% of 290,000 active; in the data active = inhibition mostly above about 36%, no sharp cut-off; inactive = mostly below about 34%;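 also: HEK-293T reporter cells stimulated with the NOD1 agonist gamma-tri-DAP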
* marks the source's active call; other numbers are inactive results.

HEK293 NOD2/NF-kB	NOD1 NF-kB reporter	canonical_smiles
1.0%	-2.7%	O=C(COc1ccc(Cl)cc1Cl)N/N=C/C1CC=CCC1 (centres undefined)
-4.7%	-3.4%	CCn1c(SCC(=O)Nc2cc(C)on2)nc2c(c1=O)SCC2
1.3%	-15.2%	O=C(O)/C=C/C(=O)Nc1ccc(C2(c3ccc(NC(=O)/C=C/C(=O)O)cc3)c3ccccc3-c3ccccc32)cc1
1.0%	-29.0%	CCCCc1nc2cc(C(=O)N3CCN(c4cnccn4)CC3)ccc2o1
8.4%	-20.0%	COc1ccc(-n2ncc(C(C)NS(=O)(=O)c3cc(F)ccc3C)c2C)cc1 (centres undefined)
-7.5%	-26.2%	NC(=O)CN1C(=O)NC2(CCOc3ccccc32)C1=O (centres undefined)
11.0%	-13.8%	O=C(NC1CCC1)C1CCC(=O)N(Cc2ccccc2F)C1 (centres undefined)
10.0%	-10.1%	CCC1CCCCN1CCCNC(=O)c1c(O)nc2ccccn2c1=O (centres undefined)
10.0%	-1.5%	COC(=O)c1ccc(COc2ccc(Cl)cc2)o1
-8.0%	7.7%	O=C(COC(=O)c1cccc(N2C(=O)C3CC=CCC3C2=O)c1)c1ccccc1 (centres undefined)
1.8%	-19.1%	CCOC(=O)N1CCN(C(=O)c2cccc(N3C(=O)NC4CC3(C)Oc3ccccc34)c2)CC1 (centres undefined)
3.2%	4.0%	COc1ccc(N2CCN(C(=O)COC(=O)CNC(=O)c3ccccc3)CC2)cc1
-31.4%	-11.4%	CCOc1ccc(NC(=O)c2nn(C)c(C(=O)Nc3ccc(OCC)cc3)c2[N+](=O)[O-])cc1
16.8%	-8.2%	Nc1cc(=O)[nH]c(SCCSc2ccc(F)cc2)n1
-0.1%	-28.3%	C#CCOc1ccc(/C=C2/C(=O)N(c3cccc(C(=O)O)c3)N=C2C)cc1OC
-9.1%	-44.3%	O=C(Nc1cccc2cccnc12)c1ccc(Cl)cc1
15.8%	-13.1%	COc1cc2[nH]c(C(=O)N(C)Cc3ccccc3)cc2c(OC)c1OC
6.9%	-13.9%	Cc1cc(OCC(=O)NN2C(=O)c3ccccc3C2=O)ccc1Cl
-4.6%	-30.3%	CCn1nccc1C(=O)Nc1ccc(C(=O)OC(C)C)cc1
-3.8%	-29.6%	CCc1ccc(NC(=O)CS(=O)CC(=O)Nc2ccc(-n3cnnn3)c(C)c2)cc1 (centres undefined)
14.5%	-18.4%	COc1ccc(OC)c(S(=O)(=O)NCc2ccc(N3CCN(C)CC3)cc2)c1
-9.5%	-3.0%	COc1ccccc1-c1cnn2c(NCCc3ccccc3)cc(C)nc12
0.9%	-21.2%	N=c1c(C(=O)NC2CCCCC2)cc2c(=O)n3ccccc3nc2n1CC1CCCO1 (centres undefined)
-4.0%	-37.4%	Cc1ccccc1/C=N/NC(=O)c1cccnc1
1.2%	1.8%	COC(=O)c1ccc(OCc2nn[nH]n2)cc1
46.4%	23.9%	COc1ccc(CN2CCc3ccc(NC(=O)c4ccncc4)cc3C2)c(F)c1
-7.7%	-11.2%	CCCC1(c2ccccc2)NC(=O)N(CC(=O)NCc2ccc(C)cc2)C1=O (centres undefined)
-1.7%	-9.1%	COc1ccccc1N1CCN(C(=O)c2cc(=O)c3cc(C)cc(C)c3o2)CC1
-2.2%	-32.7%	Cc1c(C(=O)Nc2c(C)n(C)n(-c3ccccc3)c2=O)oc2c(Cl)cccc12
14.7%	-15.5%	COc1ccc(S(=O)(=O)N2CCSCC2)cc1
20.7%	0.1%	COc1ccc(-n2c(-c3ccc(OC)c(OC)c3)n[nH]c2=S)cc1
14.3%	-4.0%	C=CCOc1ccccc1/C=N/n1nnnc1N
1.4%	-17.6%	CC(=O)N1N=C(c2ccccc2)CC1c1ccc2c(c1)OCO2 (centres undefined)
8.8%	-17.7%	COC(=O)c1sccc1NC(=O)c1ccc(C)cc1
-7.6%	-5.9%	CC(NC(=O)c1ccccc1F)c1nnc(SCC(=O)NC2CCCC2)n1C (centres undefined)
11.0%	-4.2%	CN1C(=O)c2ccc(C(=O)Nc3ccccc3O)cc2C1=O
14.9%	-22.7%	CCCc1cc(=O)oc2cc(C)cc(OCC(=O)NC3CC3)c12
13.2%	-31.7%	COc1ccccc1NC(=O)CCS(=O)(=O)c1cc2c(cc1Cl)NC(=O)CO2
-28.5%	-1.9%	OC(CN1CCNCC1)Cn1ccc2ccccc21 (centres undefined)
10.8%	8.7%	CC(C)[C@H](NC(=O)C1CCN(S(=O)(=O)c2ccc(F)cc2)CC1)C(=O)N1CCCC1
-4.8%	14.9%	CN1CCN(C(=O)C2CCC(=O)N(CCc3cccc(F)c3)C2)CC1 (centres undefined)
-4.1%	-26.0%	COc1ccccc1N1CCN(C2CCCN(S(=O)(=O)c3ccccc3)C2)CC1 (centres undefined)
21.0%	-16.1%	Cc1ccc2c(C)c(C(=O)N3CCN(c4ccncc4)CC3)oc2c1C
21.9%	-2.0%	CC(=O)Nc1ccc(S(=O)(=O)N2CCN(c3ncccn3)CC2)cc1
10.3%	-35.0%	CCOC(=O)c1ccc(N2C(=O)CC(Sc3nc(C)cc(C)n3)C2=O)cc1 (centres undefined)
6.6%	-18.4%	Cc1ccccc1NC(=O)c1nn(C)c(C(=O)Nc2ccccc2C)c1[N+](=O)[O-]
20.1%	-11.4%	CN(c1ccc(C(=O)N2CCN(Cc3ccccc3)CC2)cc1)S(=O)(=O)c1ccc(Cl)cc1
8.2%	-3.7%	O=C(NCCn1c(C(F)(F)F)nc2ccccc21)[C@H]1CCCN1c1nc(CN2CCCCC2)cs1
0.1%	-7.1%	COc1cccc(OC)c1NC(=O)CN1CCN(C)CC1
-9.6%	-39.1%	CC(C)NC(=O)CN(Cc1ccc(F)cc1)C(=O)CCC(=O)Nc1nccs1
14.9%	6.6%	COc1ccc(CN2C(=O)c3cccnc3C2=O)cc1S(=O)(=O)NC1CCCCC1
5.1%	-17.2%	CCc1ccc(OCC(=O)Nc2ccc(S(=O)(=O)Nc3ccccn3)cc2)cc1
5.3%	-23.0%	CCC(CO)NCc1ccc(OCC(O)c2ccccc2)c(OC)c1 (centres undefined)
-6.1%	-24.7%	COc1ccc(S(=O)(=O)NCC2CCCN(Cc3cccc(C(C)=O)c3)C2)cc1 (centres undefined)
9.1%	-1.7%	CC1CCCN(C(=O)c2ccc(S(=O)(=O)Nc3ccccc3Cl)cc2)C1 (centres undefined)
-27.3%	-21.6%	COc1ccc(C(=O)N/N=C(\N)c2cc3ccccc3oc2=O)cc1
9.8%	-13.3%	Cc1ccc2nc(N3CCC(C(=O)NC4CCCCC4)CC3)sc2c1
3.6%	-12.8%	CCCOc1ccc(C2C3=C(CCCC3=O)N(CC(=O)O)C3=C2C(=O)CCC3)cc1OCC
13.4%	-15.9%	Cn1c(CNC(=O)C(Cc2ccccc2)NC(=O)c2ccccc2F)cc(=O)n(C)c1=O (centres undefined)
-116.2%	-27.7%	C/C(=C\c1ccccc1)C(=O)Nc1ccc(Cl)cn1

Going on with the list.
HEK293 NOD2/NF-kB	NOD1 NF-kB reporter	canonical_smiles
-39.2%	-8.2%	S=c1nc(COc2ccccc2)[nH]c2ccccc12
-3.7%	-15.0%	CCS(=O)(=O)N1CCN(S(=O)(=O)c2ccc3ccccc3c2)CC1
-4.4%	-13.6%	CCOCCCNC(=S)Nc1ccc2nc(N3CCN(CC)CC3)cc(C)c2c1
2.3%	-16.0%	Nc1nonc1-n1nnc(C(=O)N/N=C/c2ccc(OCc3ccccc3)cc2)c1CNc1ccccc1
4.3%	-7.6%	COc1cccc(-c2nc(CS(=O)(=O)CC(=O)Nc3ccccc3C)c(C)o2)c1
8.1%	-21.9%	COc1ccccc1-n1c(SCC(=O)N2CCCCC2)nc(O)c(Cc2ccccc2)c1=O
8.8%	-2.6%	CN(C)S(=O)(=O)n1cc(/C=C(\NC(=O)c2ccccc2F)C(=O)N2CCOCC2)c2ccccc21
-4.7%	-29.4%	Cn1c(=O)[nH]c(=O)c2c1nc(N1CCNCC1)n2Cc1ccccc1
16.7%	-3.1%	COc1ccc(-c2noc(CNC(=O)CCN3C(=O)[C@H]4CC=CC[C@H]4C3=O)n2)cc1
-19.4%	-28.8%	CN1CCC(=O)N([C@H](CSc2ccccc2)c2ccccc2)CC1
21.3%	-4.8%	COc1ccccc1N1CCN(C(=O)c2cccs2)CC1
7.7%	-18.6%	CN(C(=O)CS(=O)(=O)c1cn(CC(=O)N2CCCC2)c2ccccc12)c1ccccc1

For convenience, part of the list above.
HEK293 NOD2/NF-kB	NOD1 NF-kB reporter	canonical_smiles
-39.2%	-8.2%	S=c1nc(COc2ccccc2)[nH]c2ccccc12
-3.7%	-15.0%	CCS(=O)(=O)N1CCN(S(=O)(=O)c2ccc3ccccc3c2)CC1
-4.4%	-13.6%	CCOCCCNC(=S)Nc1ccc2nc(N3CCN(CC)CC3)cc(C)c2c1
2.3%	-16.0%	Nc1nonc1-n1nnc(C(=O)N/N=C/c2ccc(OCc3ccccc3)cc2)c1CNc1ccccc1
4.3%	-7.6%	COc1cccc(-c2nc(CS(=O)(=O)CC(=O)Nc3ccccc3C)c(C)o2)c1
8.1%	-21.9%	COc1ccccc1-n1c(SCC(=O)N2CCCCC2)nc(O)c(Cc2ccccc2)c1=O

Next section:
HEK293 NOD2/NF-kB	NOD1 NF-kB reporter	canonical_smiles
6.4%	-17.8%	CCOC(=O)Cn1c(=O)c(F)cn(Cc2ccc(OC)c([N+](=O)[O-])c2)c1=O
29.4%	-23.0%	Cc1cc(N2CCN(C)CC2)nc2ccc(NC(=O)CCC(=O)N3CCN(c4ccc([N+](=O)[O-])cc4)CC3)cc12
2.9%	-32.9%	CC(=O)Nc1ccc(NC(=O)CCCNC(=O)c2ccc(Cl)cc2)cc1
1.6%	-3.9%	COc1ccc(C(=O)NCC(=O)NCC(=O)OCc2ccc(Cl)cc2)cc1
22.1%	2.1%	Cn1c(/C(C#N)=C(\O)c2cc(Cl)sc2Cl)nc2ccccc21
9.5%	-5.7%	O=C(Nc1cccnc1)c1ccc(Cl)c(S(=O)(=O)N2CCCC2)c1
-10.5%	7.5%	O=C(COc1ccc(Cl)cc1)NCCCNC(=O)c1ccncc1
-5.3%	-34.6%	c1ccc(-c2cnnn2-c2ccccc2)cc1
7.1%	-5.8%	Cc1ccc(S(=O)(=O)NCC(=O)NCC(=O)N2CCC(C)CC2)cc1
-5.0%	-24.9%	O=C(CN1C(=O)COc2ccc(Cl)cc21)N1CCOCC1
4.9%	7.7%	CCCCc1ccc(S(=O)(=O)N2CCC3(CC2)OCCO3)cc1
8.6%	-5.8%	COc1ccc(CCNC(=O)CSCc2ccc(Br)cc2)cc1OC

Record cards, as listed above:
Cc1ccc(S(=O)(=O)NCC(=O)NCC(=O)N2CCC(C)CC2)cc1 across the screens: HEK293 NOD2/NF-kB = 7.1%; NOD1 NF-kB reporter = -5.8%
Cc1cc(N2CCN(C)CC2)nc2ccc(NC(=O)CCC(=O)N3CCN(c4ccc([N+](=O)[O-])cc4)CC3)cc12 across the screens: HEK293 NOD2/NF-kB = 29.4%; NOD1 NF-kB reporter = -23.0%

Following part
HEK293 NOD2/NF-kB	NOD1 NF-kB reporter	canonical_smiles
-92.9%	-31.8%	CC(=O)Nc1cccc(NC(=O)c2ccc(COc3ccccc3)cc2)c1
-9.4%	-24.7%	COc1cccc(COC(=O)C2CC(=O)N(Cc3ccco3)C2)c1OC (centres undefined)
-3.5%	-30.3%	NC(=O)C1CCN(C(=O)c2cnn(-c3ccccc3)c2NC(=O)c2cccc(F)c2)CC1
0.3%	-0.6%	Cc1ccc2c(c1)N(Cc1ccc([N+](=O)[O-])cc1)C=NS2(=O)=O
11.3%	-23.0%	Cc1ccc(NC(=O)CN(C)S(=O)(=O)c2ccc3c(c2)c(=O)n(C)c(=O)n3C)cc1
-10.0%	-3.4%	CN(C)S(=O)(=O)N1CCC(Oc2ccc(C(=O)N3CCCCCCC3)cc2)CC1
6.3%	6.2%	Cc1ccsc1C(C(=O)NC(C)(C)C)N(Cc1ccco1)C(=O)c1csnn1 (centres undefined)
-38.3%	-62.7%	Cc1cc(=O)oc2cc(NC(=O)c3ccccc3OC(F)F)ccc12
13.4%	-26.4%	CC(=O)c1cccc(S(=O)(=O)N2CCCC(c3nc4c(nnn4Cc4ccc(C)cc4)c(=O)[nH]3)C2)c1 (centres undefined)
18.2%	-11.7%	CCCn1ncc(C(=O)N(C)C2CCCN(Cc3ccccc3F)C2)c1C (centres undefined)
8.7%	-12.6%	COCCC(=O)N1CCC(Oc2ccc(C(=O)N3C[C@@H]4CCC[C@H]3C4)cc2)CC1
10.5%	-14.7%	Cc1cc(NC(=O)c2ccc(F)cc2)n(C)n1
-16.4%	-3.0%	CC1CC(OCC(O)CN2CCCCC2C)CC(C)(C)C1 (centres undefined)
6.0%	-19.9%	CCCC(C(=O)NCCC(C)C)N(Cc1ccccc1)C(=O)c1snc(C(N)=O)c1N (centres undefined)
-21.3%	-19.7%	COc1ccc(/C=C2\SC(=O)N(CC(=O)Nc3ccc(F)cc3)C2=O)cc1O
-7.2%	-25.9%	COc1cc(OC)cc(C(=O)NCC2CCCN(Cc3ccc(SC)cc3)C2)c1 (centres undefined)
10.7%	-18.0%	Cc1ccc(C(=O)Nc2ccc3c(c2)C(=O)N(CC2CCCO2)C3=O)cc1 (centres undefined)
9.8%	-10.7%	CC(C)(C)c1ccc(OCC(=O)O/N=C(\N)c2ccncc2)cc1
1.4%	1.8%	Cc1cc(=O)n2nc(N3CCCC(C(=O)NCc4ccccc4C)C3)sc2n1 (centres undefined)
18.4%	7.6%	CCOc1cc(C(=O)OCC(=O)N(C)c2ccccc2)cc(OCC)c1OCC

Assay outcomes: PubChem BioAssay, Sanford-Burnham Center for Chemical Genomics

Not all compounds are listed. The share of hits here may be higher or lower than overall.
